Screens deposited in PubChem BioAssay by several laboratories.
Hep lipid drop: inhibitors of hepatocyte lipid droplet formation, primary screen, imaging, high-throughput imaging, BODIPY stain; AML12 mouse hepatocytes, oleate lipid droplets; inhibition, % at 6.5 µM; 240,000 tested, 0.4% active;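 active means lipid droplet intensity inhibited by at least 50%, with more than 500 cells counted; inconclusive means wells with under 300 cells, treated as cytotoxic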
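Assay system: AML12 mouse liver cells | Compound: 6.5 µM single-point dosing | Schedule: Overnight exposure | Technique: Fluorescence imaging, 20x objective, two fields per well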
M1AAP inhibition: P. falciparum M1AAP inhibitors, biochemical, fluorogenic H-Leu-NHMec substrate, 1536-well (AID 1445); Aminopeptidase N (Plasmodium falciparum (isolate 3D7)); recombinant M1AAP, H-Leu-NHMec fluorogenic kinetic assay; higher % means a stronger effect; one-dose inhibition, % at 30 µM; IC50 in µM for titrated hits; 220,000 tested, 0.42% active;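 active means primary inhibition above the hit cutoff, then over 50% inhibition at one or more dose response concentrations, cut at about 23% in these data, passing the limit was not always enough; inconclusive means conflicting primary data, or primary hits not chosen for dose response; inactive means low primary inhibition, or under 50% at every dose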;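 further: plate controls were DMSO full reaction for no effect and no enzyme background for full effect; strong numbers were not always called active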
PMI inhibition: human PMI inhibitors, high substrate, primary screen, biochemical, fluorescence intensity, high mannose 6-phosphate (AID 1220) | recombinant PMI enzyme, coupled fluorescence intensity; higher % means a stronger effect | one-dose inhibition, % at 20 µM; IC50 in µM for titrated hits | 190,000 tested, 0.66% active | Mannose-6-phosphate isomerase (Homo sapiens)
K1F lysis inhibition: inhibition of K1F phage lysis, E. coli UTI89, bacterial capsule biogenesis inhibitors, alamar blue (AID 488966); inhibition, % at 100 µM, or IC50 in µM where a hit was titrated; 340,000 tested, 0.02% active; E. coli UTI89 K1F phage lysis, alamar blue, 2 h; higher % means a stronger effect;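 active means phage lysis inhibition, versus mean bacterial control, above a set limit; inconclusive means no clear call, values can overlap the other calls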;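 further: capsule biogenesis inhibitors block K1F phage lysis so surviving cells raise fluorescence; higher fluorescence means more inhibition of phage lysis; actives were called in the ten point dose series up to 300 µM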
CSM14.1 death rescue: rescue of cells from ER stress-induced death, primary screen, 384-well, CSM14.1, thapsigargin, ATP luminescence (AID 1222). cellular ATP content (survival), % at 20 µM, or EC50 in µM where a hit was titrated. CSM14.1 thapsigargin-induced death rescue, ATP luminescence; higher % means a stronger effect. 190,000 tested, under 10 active;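 active means EC50 below 50 µM in the dose-response confirmation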;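 further: death triggered by thapsigargin at about 15 µM added after 2 h compound pretreatment; cell ATP read after overnight thapsigargin exposure of roughly 18 to 22 hours; normalized against plate controls of thapsigargin alone and 5% DMSO vehicle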
TNAP activation fold: human TNAP enzyme activators, primary screen, biochemical, luminescent, no phosphate acceptor, uHTS (AID 1001); Alkaline phosphatase, tissue-nonspecific isozyme (Homo sapiens); purified TNAP, luminescent activation assay, no phosphate acceptor; higher activation fold means a stronger effect; one-dose activation fold at 20 µM; EC50 in µM for titrated hits; 200,000 tested, 0.03% active; in the data active means activation fold from about 3, or a potency from the dose series; inactive means the rest, 99 in 100 with activation fold below about 1.6; further: many of its hits are not listed in these tables
Myeloid diff 2: induction of myeloid progenitor differentiation, primary screen, cell-based, flow cytometry, MLPCN library; ER-HoxA9 myeloid progenitors, lysozyme-GFP differentiation; AID 624256, 2012; calls only at 10 µM; 360,000 tested, 1% active;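 active means normalized GFP-positive differentiation at or above the plate's own cutoff, the solvent-only control mean plus 3 SD; inconclusive means no clear call, values can overlap the other calls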;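 further: cells exposed to compound for four days before flow analysis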
PMI inhibitors: inhibitors of human PMI, primary screen, biochemical, fluorescence intensity, coupled assay (AID 1209); Mannose-6-phosphate isomerase (Homo sapiens); purified PMI enzyme, coupled fluorescence intensity; higher % means a stronger effect; one-dose inhibition, % at 20 µM; IC50 in µM for titrated hits; 190,000 tested, 0.42% active;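 further: plate controls were DMSO vehicle for no effect and wells lacking substrate for full effect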
WT yeast gro inh: growth inhibition of WT strain, primary screen, mitochondrial fusion inhibitor project, WT and mutant strains, chemical genetic. mitochondrial fusion phenotypic screen. 190,000 tested, 2.1% active. inhibition, % at 10 µM; in the data active means inhibition above about 58%; tested in S. cerevisiae
WT yeast gro inh mutant strain: further read-out of WT yeast gro inh, marked with its call; inhibition, %; mitochondrial fusion phenotypic screen, mutant strain inhibition
Hep lipid drop cells 6.5 µM: second read-out of Hep lipid drop, no call of its own (marks repeat the call); cell count; measured here: cell count, cytotoxicity flag;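 cells counted across two imaged fields per well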
Myeloid diff 2 GFP+ MAC1+ %: second read-out of Myeloid diff 2, no call of its own (marks repeat the call); GFP+ MAC1+ double positive, %; measured here: differentiation confirmed by MAC1 staining
* marks the source's active call; other numbers are inactive results; i = inactive; ? = inconclusive; / = no result given; + = active, no number; [ ] = dose if it differs, or a comment. Unless noted, no stated cut-off is given here; in the data, active means inhibition above about 50%; inactive means the rest. An unsorted share of the library. About 4.6% of those tested had a hit in this group.

SMILES	Hep lipid drop	Hep lipid drop cells 6.5 µM	M1AAP inhibition	PMI inhibition	K1F lysis inhibition	CSM14.1 death rescue	TNAP activation fold	Myeloid diff 2	Myeloid diff 2 GFP+ MAC1+ %	PMI inhibitors	WT yeast gro inh	WT yeast gro inh mutant strain
O=c1cc(CN2CCN(c3ccc(F)cc3)CC2)c2cc3c(cc2o1)CCCC3	/	/	6%	10%	0.9%	1.7%	1.1	i	8.2	8%	1	4
CCOc1ccc(OCCOCCN2CCOCC2)cc1	/	/	-7%	1%	-0.6%	-1.0%	1.1	i	1.5	7%	28	45
COc1ccc(C(=O)CSc2nnc(-c3ccco3)o2)cc1	3	668	-1%	8%	0.3%	2.2%	1.1	i	1.6	13%	-7	-35
CCOc1ccc(C(=O)CSCC(=O)O)cc1	4	668	-4%	-26%	0.1%	/	1.1	i	0.8	-32%	-25	2
O=C(CCN1C(=O)/C(=C/c2cccc(Br)c2)SC1=S)NNC(=O)c1cccnc1	/	/	4%	4%	2.1%	-1.6%	/	i	6.5	-2%	2	11
COC(=O)c1ccc(NC(=S)Nc2cccc(C)n2)cc1	/	/	7%	-3%	0.3%	-0.2%	1	i	0.2	-5%	22	12
CCOc1ccccc1CN1CCN(Cc2cccc3c2OCO3)CC1CCO (stereo unspecified)	-14	732	10%	0%	0.2%	-2.5%	1	i	1.0	6%	-9	6
COCCNC(=O)/C(C#N)=C/c1ccc(O)cc1	-22	635	1%	/	-0.1%	/	/	i	0.3	/	/	/
C=C(C)C1CC=C(CN2CCC(O)CC2)CC1 (stereo unspecified)	18	783	4%	-6%	0.0%	0.1%	1.1	i	1.5	-8%	-15	36
CC(=O)Nc1ccc(/C(C)=N/NC(=O)c2ccccc2Cl)cc1	-15	644	4%	8%	-0.1%	1.0%	1.2	i	1.1	5%	-14	-2
O=C(Nc1ccn(Cc2ccccc2)n1)c1n[nH]c([N+](=O)[O-])c1Cl	-9	706	2%	-10%	i	-2.6%	1.1	i	0.7	-9%	22	-9
CCCCSc1nc2c(cnn2-c2ccc(C)c(C)c2)c(=O)[nH]1	/	/	13%	-11%	-0.8%	-1.1%	1	i	3.0	-3%	7	-3
O=C(NCCc1c[nH]c2ccccc12)C(=O)NCC1OCCN1S(=O)(=O)c1ccccc1 (stereo unspecified)	-18	728	-1%	4%	0.0%	0.3%	1.1	i	0.8	4%	-3	-12
COc1ccc(C2CC3(CC(C)(C)NC(=S)N3)Oc3cc(O)cc(C)c32)cc1OC (stereo unspecified)	-15	712	10%	-1%	1.1%	-0.8%	1	i	0.1	-7%	4	-1
O=C(O)CSc1nnc(CNc2ccc(Cl)cc2)n1Cc1ccccc1	16	693	-1%	-15%	0.5%	-2.1%	1.1	i	0.7	-9%	9	5
Cc1cc(C)n2nc(SCc3nnc(SCc4ccccc4Cl)s3)nc2n1	4	598	-4%	14%	0.0%	2.3%	1.1	i	5.6	13%	-4	7
CS(=O)(=O)N(CC(=O)N1CCN(Cc2ccc3c(c2)OCO3)CC1)Cc1ccc(Cl)cc1	1	774	9%	0%	1.9%	-1.5%	1.1	i	0.8	10%	15	19
O=C(CC1OC(=O)c2ccccc21)c1ccco1 (stereo unspecified)	/	/	8%	-3%	-0.1%	0.1%	1.1	i	0.9	-5%	-4	-7
OCCNc1cnc2ccccc2n1	24	708	10%	2%	-0.9%	0.2%	1	i	0.3	2%	-6	5
Cc1nonc1NC(=O)OC1CCCCC1	/	/	10%	-2%	3.6%	-0.6%	1.1	i	7.0	-4%	-2	-13
COc1ccc(-n2c(CNC(=O)c3cc(OC)c(OC)c(OC)c3)n[nH]c2=S)cc1	/	/	6%	0%	0.6%	-1.6%	1	i	2.4	4%	1	-14
O=C(Nc1ccc2nsnc2c1)C1CC1	-1	698	6%	18%	0.1%	-0.3%	1.1	i	0.8	14%	3	6
CCc1c(C)nc2c(OC)cccc2c1SCCC(=O)O	-14	680	5%	4%	3.1%	-2.6%	1.1	i	0.1	11%	-12	-3
CCN1C(=O)C2C(c3ccccc3F)NC(Cc3ccc(O)cc3)(C(=O)OC)C2C1=O (stereo unspecified)	/	/	5%	-8%	1.4%	0.1%	1	i	0.5	-7%	6	1
CCCCCCC1CC(C)(C(=O)CNc2nncs2)OC1=O (stereo unspecified)	12	679	1%	-12%	0.4%	1.1%	1	i	1.5	2%	3	19

Shown with two lines to a compound: five of the compounds above
Value order: Hep lipid drop	Hep lipid drop cells 6.5 µM	M1AAP inhibition	PMI inhibition	K1F lysis inhibition	CSM14.1 death rescue	TNAP activation fold	Myeloid diff 2	Myeloid diff 2 GFP+ MAC1+ %	PMI inhibitors	WT yeast gro inh	WT yeast gro inh mutant strain
CCCCCCC1CC(C)(C(=O)CNc2nncs2)OC1=O (stereo unspecified)
    12	679	1%	-12%	0.4%	1.1%	1	i	1.5	2%	3	19
O=C(CC1OC(=O)c2ccccc21)c1ccco1 (stereo unspecified)
    /	/	8%	-3%	-0.1%	0.1%	1.1	i	0.9	-5%	-4	-7
COc1ccc(-n2c(CNC(=O)c3cc(OC)c(OC)c(OC)c3)n[nH]c2=S)cc1
    /	/	6%	0%	0.6%	-1.6%	1	i	2.4	4%	1	-14
Cc1cc(C)n2nc(SCc3nnc(SCc4ccccc4Cl)s3)nc2n1
    4	598	-4%	14%	0.0%	2.3%	1.1	i	5.6	13%	-4	7
COCCNC(=O)/C(C#N)=C/c1ccc(O)cc1
    -22	635	1%	/	-0.1%	/	/	i	0.3	/	/	/

(next part)
SMILES	Hep lipid drop	Hep lipid drop cells 6.5 µM	M1AAP inhibition	PMI inhibition	K1F lysis inhibition	CSM14.1 death rescue	TNAP activation fold	Myeloid diff 2	Myeloid diff 2 GFP+ MAC1+ %	PMI inhibitors	WT yeast gro inh	WT yeast gro inh mutant strain
CCCCOC(=O)C1Cc2ccccc2C(=O)O1 (stereo unspecified)	/	/	5%	-9%	-0.2%	-2.3%	1.2	i	1.5	-4%	-17	-16
O=C(CN1C2=NCCCN2c2ccccc21)c1ccc([N+](=O)[O-])cc1	4	638	5%	-8%	0.0%	-1.3%	1	i	0.8	-26%	2	-14
COc1ccc(NC(=O)CSc2nnc(-c3ccccc3C)n2N)cc1OC	/	/	3%	-9%	0.4%	-2.2%	1	i	2.5	-13%	0	12
CCOC(=O)c1csc(-c2ccc(OC)c(OC)c2)n1	-2	719	7%	-10%	0.2%	/	1	i	0.2	-12%	-10	-2
CS(=O)(=O)N1CCN(c2ccc(NC(=O)c3ccc(-c4ccc(Cl)cc4)o3)cc2)CC1	-4	731	-1%	-13%	0.0%	-0.1%	0.8	i	1.1	-13%	20	19
CN(CC(=O)Nc1ccccc1Sc1ccccc1)C1CCCCC1	-2	705	8%	2%	0.4%	-0.5%	1.1	i	1.5	-3%	76*	21*
CCC(=O)Nc1ccc(NC(=O)/C=C/c2ccc(Cl)cc2)cc1	19	642	4%	-5%	1.9%	-1.2%	1.1	i	0.3	-11%	0	-11
CC(C)(C)c1ccc(-n2nc(C#N)c(Cl)cc2=O)cc1	-2	688	12%	5%	/	0.2%	0.9	?	/	-3%	62	72
O=C(NCc1cccs1)C1CCC(CNS(=O)(=O)c2cccs2)CC1 (stereo unspecified)	52*	768*	2%	-4%	0.3%	-1.2%	1.1	i	0.7	-4%	-24	-3
COc1ccc(/C=C2\SC(=N)N(c3ccc(F)cc3)C2=O)cc1	14	660	-1%	-4%	0.5%	-0.9%	1.1	i	0.7	-4%	18	-6
O=C(CCCn1c(=O)[nH]c2ccccc2c1=O)NC1CCCCCC1	2	583	-3%	3%	0.0%	-3.9%	1.2	i	1.0	6%	11	8
COc1ccc(-c2ccc(C3C(C#N)=C(N)Oc4n[nH]c(C)c43)o2)cc1 (stereo unspecified)	/	/	10%	14%	1.4%	-7.5%	0.8	i	0.7	5%	1	1
O=C(Nc1nnc(C23CC4CC(CC(C4)C2)C3)s1)c1ccco1	8	789	2%	10%	2.3%	-2.0%	1	i	0.8	15%	12	20
N#Cc1ccc(-c2ccco2)nc1SCC(=O)c1ccc(Cl)cc1	24	747	18%	-56%	1.4%	-2.3%	1	+	0.2*	-29%	30	12
COc1ccccc1-c1nc(C#N)c(N2CCN(C(c3ccccc3)c3ccccc3)CC2)o1	0	760	-1%	6%	1.5%	0.3%	1.1	i	1.8	22%	0	12
CN(C)CCN(Cc1ccccc1)c1nccc(N(C)C)c1C#N	-3	661	2%	-2%	-0.7%[50 µM]	-1.8%	1.1	i	5.3	4%	0	-5
O=C1Cc2ccccc2Sc2cc(OCCCN3CCCCC3)ccc21	-8	558	2%	48%	2.8%[50 µM]	-1.4%	1	i	0.6	16%	16	24
Cc1ccccc1Nc1cc(C(=O)NCC2CCCO2)c2ccccc2n1 (stereo unspecified)	-4	661	1%	/	0.2%	/	/	i	0.9	/	/	/
Cc1ccccc1OCCC(=O)OCC(=O)Nc1cc(S(=O)(=O)N2CCOCC2)ccc1Cl	-8	714	12%	3%	0.9%	1.2%	1.1	i	0.0	2%	5	1
COc1ccccc1/C=C/C(=O)Nc1cccc(S(=O)(=O)NC2=NCCCCC2)c1	6	670	5%	-4%	0.2%	-1.8%	1	i	0.2	-4%	12	-1
Cc1cc(Br)ccc1NC(=O)c1cnc(N2CCN(c3ccccn3)CC2)c2ccccc12	5	776	11%	5%	/	2.1%	1.1	i	0.1	5%	4	6
Cc1ccc(C)c(C(C)NC(=O)c2ccc(Br)o2)c1 (stereo unspecified)	0	671	6%	-7%	0.4%	0.6%	1.2	i	0.3	-17%	14	16
Cc1ccc(-c2nn(-c3ccccc3)cc2/C=N/NC(=O)c2ccc3c(c2)OCO3)cc1	/	/	2%	10%	0.4%	3.6%	1.1	i	0.8	8%	29	34
Cc1cc(Cc2ccc(N)c(C)c2)ccc1N	3	675	12%	/	0.0%	/	/	i	0.2	/	/	/
